Source: PubChem BioAssay
TAAR1 antag: antagonists of human TAAR1; Q96RJ0; CHO RD-HGA16 TAAR1, Fluo-8 calcium fluorescence, antagonist; inhibition, % at 3 µM; 360,000 tested, 1.5% active; AID 624466;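 active = inhibition above a per-plate cutoff, the mean inhibition of test compounds on that plate plus 3 SD, cut at about 49% in these data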;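 also: 0% = DMSO plus EC80 beta-PEA response and 100% = DMSO alone without agonist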
Target sequence (Q96RJ0 whole entry, looked up): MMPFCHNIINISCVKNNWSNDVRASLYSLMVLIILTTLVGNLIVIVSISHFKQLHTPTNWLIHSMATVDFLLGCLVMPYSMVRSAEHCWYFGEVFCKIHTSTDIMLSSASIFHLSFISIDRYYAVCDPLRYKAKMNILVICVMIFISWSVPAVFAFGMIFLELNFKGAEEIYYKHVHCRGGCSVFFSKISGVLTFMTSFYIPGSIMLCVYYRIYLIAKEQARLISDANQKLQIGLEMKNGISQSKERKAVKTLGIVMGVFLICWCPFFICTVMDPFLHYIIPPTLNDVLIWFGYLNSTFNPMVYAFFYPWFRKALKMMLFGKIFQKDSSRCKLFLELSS
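System: CHO RD-HGA16 cells bearing hTAAR1. Reagent: EC80 β-phenethylamine stimulus. Schedule: seeding 17-24 h prior, 75-min 37 °C, 30-min RT dye loading. Signal: Fluo-8 intracellular calcium dye fluorescence, real-time kinetic reads. Read-out: % inhibition from peak post-agonist over basal fluorescence ratio. Benchmarks: vehicle wells and EC80 agonist wells. Replicates: n of 1.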
CHRM1 agonist: human M1 muscarinic receptor agonism; CHO-K1 hM1, Fluo-8 calcium fluorescence, agonist mode; 0% DMSO, 100% acetylcholine EC100; activation, % at 3 µM; 360,000 tested, 0.33% active; AID 588814;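 active = activation above the run's mean compound activation plus 3 SD, cut at about 16% in these data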;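 also: peak over basal fluorescence ratio within a 140 s kinetic read after compound addition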
OXTR potentiator: potentiators of human oxytocin receptor; P30559; CHO-OTR cells, Fluo-8 calcium fluorescence, potentiator mode; 0% = oxytocin EC15, 100% = EC100; activation, % at 3 µM; 320,000 tested, 0.061% active; AID 2445;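 active = activation above that plate's cutoff, the mean activation of tested compounds plus 3 SD, cut at about 6.6% in these data, passing the limit was not always enough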;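 also: 100% uses oxytocin at 75 nM as the full agonist control; some results filed as inactive read as strong as hits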
Target sequence (P30559 whole entry, looked up): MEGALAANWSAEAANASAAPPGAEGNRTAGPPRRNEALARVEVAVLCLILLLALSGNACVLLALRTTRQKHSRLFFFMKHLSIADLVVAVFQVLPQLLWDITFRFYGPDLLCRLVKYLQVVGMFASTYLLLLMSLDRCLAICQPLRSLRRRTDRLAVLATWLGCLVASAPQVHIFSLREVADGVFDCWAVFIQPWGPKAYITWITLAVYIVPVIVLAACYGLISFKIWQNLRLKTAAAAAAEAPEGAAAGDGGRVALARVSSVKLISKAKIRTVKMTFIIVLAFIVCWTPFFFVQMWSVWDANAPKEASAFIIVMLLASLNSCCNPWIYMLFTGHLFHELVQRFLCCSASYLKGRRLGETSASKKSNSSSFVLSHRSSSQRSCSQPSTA
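Assay system: CHO cell line stably expressing human OTR. Reagent: EC15 oxytocin agonist. Dosing: single dose, 3.0 µM nominal final compound concentration. Timing: compound 6 min at room temperature before oxytocin, 100 s read. Signal: kinetic Fluo-8 calcium fluorescence. Controls: oxytocin EC15 low and EC100 high.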
CHO-K1 Ca antag: M1 antagonist counterscreen hit in parental CHO-K1 cells | 360,000 tested, 0.6% active | inhibition, % at 3 µM | ATP-induced calcium, Fluo-8 fluorescence | AID 602250;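 active = inhibition above a per-plate cutoff, the plate's mean sample inhibition plus 3 SD, cut at about 24% in these data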;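 also: 0% = DMSO plus EC80 ATP and 100% = DMSO alone without ATP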
CHO-K1 Ca PAM: counter-screen for M1 PAMs: effect in parental CHO-K1 cells. 360,000 tested, 0.02% active. activation, % at 3 µM. AID 602247. ATP EC20, Fluo-8 calcium fluorescence; 0% at ATP EC20, 100% at ATP max;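 active = activation above the run cutoff, the mean activation of all test compounds plus 3 SD, cut at about 40% in these data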;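 also: peak over basal fluorescence ratio in a 140 s read after ATP addition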
CHO parental Ca: counter-screen for OX1R antagonists: effect in parental CHO cells. AID 463079. 330,000 tested, 0.63% active. inhibition, % at 5.6 µM. parental CHO-K1, ATP-induced calcium, Fluo-8 fluorescence;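 active = inhibition above that plate's mean sample inhibition plus 3 SD, cut at about 26% in these data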;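 also: 0% = ATP-challenged DMSO wells and 100% = DMSO wells without ATP; some compounds past the cut are filed as inactive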
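Material: parental CHO cells / Compound: single nominal dose of 5.6 µM per compound / Signal: Fluo-8 fluorescence / Replicates: singlicate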
CHRM1 antagonist: blocks human M1 muscarinic receptor; inhibition, % at 3 µM; CHO-K1 hM1, Fluo-8 calcium fluorescence, ACh EC80 antagonist; 360,000 tested, 1.3% active; P11229;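 active = percent inhibition above its own plate's cutoff, namely the mean of that plate's compound wells plus 3 SD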;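 also: peak over basal fluorescence ratio during 140 s after agonist addition; 0% = ACh EC80 plus DMSO and 100% = DMSO alone without agonist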
TAAR1 ag: agonists of human TAAR1; Q96RJ0; CHO RD-HGA16 TAAR1, Fluo-8 calcium fluorescence; vehicle wells 0%, saturating PEA agonist 100%; activation, % at 3 µM; 360,000 tested, 0.99% active; AID 624467;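 active = activation above the mean activation of all test compounds in the run plus 3 SD, cut at about 38% in these data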
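Benchmarks: low control DMSO, high control PEA (EC100); System: CHO RD-HGA16 cells carrying human TAAR1 plus Gα16; Detection: Fluo-8 fluorescence, 5 s baseline then 140 s kinetic read; Schedule: 17-24 h plating, Fluo-8 75 min 37 °C, 30 min RT; Read-out basis: % activation from peak over basal fluorescence ratio, DMSO-to-PEA scaled.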
CHO-K1 Ca ag: counter-screen for M1 agonists: effect in parental CHO-K1 cells; 360,000 tested, 0.48% active; activation, % at 3 µM; Fluo-8 calcium fluorescence; scaled to maximal ATP response, vehicle zero; in the data active = activation above about 15%;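 also: untransfected CHO-K1 host cells lacking M1 receptor as counterscreen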
* = called active by the depositor; / = no result given. Hits appear at their usual frequency; any-hit rate near 4.2%.

SMILES | TAAR1 antag | CHRM1 agonist | OXTR potentiator | CHO-K1 Ca antag | CHO-K1 Ca PAM | CHO parental Ca | CHRM1 antagonist | TAAR1 ag | CHO-K1 Ca ag
CNc1c(N)c(=O)oc2ccccc12 | -1 | -6 | -7 | 2 | 3 | -8 | -4 | 4 | 0.2
CC(Oc1ccc2oc(-c3ccccc3)c(C(=O)O)c2c1)C(=O)O (stereo not drawn) | 2 | -2 | 1 | -10 | 16 | -4 | -1 | 8 | -0.4
CC(/C=C1\SC(=Nc2cccnc2)NC1=O)=C\c1ccccc1 | 62* | 1 | -8 | 7 | -11 | -3 | 14 | 5 | 1.5
CCN(Cc1nc2ccccc2n1C)c1ccccc1 | -10 | -7 | -1 | -18 | 7 | -24 | -4 | 5 | 0.5
O=C(Nc1ccccc1)c1cc2ccccc2s1 | 7 | -5 | / | -9 | 17 | / | -5 | 2 | -0.7
CCCc1cc(C(=O)OCC(=O)N2CCN(c3ccc(OC)cc3)CC2)sc1C | 11 | -6 | -7 | -28 | 11 | -35 | -3 | 4 | 2.3
COc1ccc(C(=O)NCCCCNC(=O)c2ccc(OC)c(OC)c2)cc1OC | -3 | -3 | 1 | 1 | -2 | -7 | -8 | 0 | 0.1
Cn1cnnc1Sc1ccc(C(=O)OCC(=O)NCC(F)(F)F)cc1[N+](=O)[O-] | -13 | -2 | -1 | -22 | 28 | 9 | -19 | -1 | 0.2
C/C(=N\NC(=O)c1cccc(Br)c1)c1cccc(NC(=O)c2ccc(C)o2)c1 | 18 | -1 | -13 | -3 | 0 | -15 | -7 | 5 | 0.0
Cc1c(C)[n+](=O)c(-c2ccc(Br)cc2)c(C)n1[O-] | -19 | -1 | -10 | 3 | -6 | -12 | -5 | 1 | -0.2
Cc1ccc(NC(=O)c2ccc(S(=O)(=O)NCc3cccnc3)cc2)cc1C | 0 | -9 | 0 | -4 | -9 | -20 | -4 | 3 | 3.7
O=C(c1ccoc1)N1CCN(c2cc(-c3ccco3)nc3cc(-c4ccccc4)nn23)CC1 | 47 | -6 | / | -3 | 23 | / | 24 | 4 | 3.3
CSCCOC(=O)C1=C(C)NC(=O)CC1c1ccccc1Cl (stereo not drawn) | 0 | -2 | -7 | -8 | 17 | -18 | -1 | 16 | 3.5
O=C(NCc1cccnc1)c1ccccc1[N+](=O)[O-] | -27 | -4 | -7 | 0 | 1 | 0 | -5 | 1 | -0.4
Cc1ccc(-n2ncc3c2CC(C)(C)CC3NC(=O)CCc2ccncc2)cc1 (stereo not drawn) | -26 | -5 | -7 | -6 | 13 | -9 | -9 | 4 | 0.5
Cc1cnc(CNC(=O)c2ccc3nc([C@@H]4O[C@H](CO)[C@H](O)[C@H](O)[C@H]4O)[nH]c3c2)cn1 | -3 | -2 | / | -19 | 15 | / | -11 | 0 | 0.6
CCOC(=O)c1c(NC(=O)CN2CCN(C(=O)c3ccco3)CC2)sc2c1CCCC2 | 9 | 1 | -19 | 5 | 20 | 60* | -4 | 8 | 0.7
CCOc1ccc(C(=O)CSc2nnc3ccccn23)cc1 | -14 | -5 | -3 | -10 | -1 | -1 | -4 | 6 | 0.1
Cc1ccc(-c2csc(NC(=O)C3CCN(S(=O)(=O)c4cccs4)CC3)n2)cc1 | 1 | 2 | -4 | 3 | 17 | 22 | 2 | 1 | 5.8
CCOc1cc(NC(=S)NCc2ccccc2)c(OCC)cc1NC(=O)C(C)C | -23 | 0 | -7 | 0 | -16 | -12 | -7 | 6 | 0.4
O=C(O)c1cccc(-n2nnnc2SCc2ccccn2)c1 | -16 | -2 | 1 | -1 | 4 | -7 | -8 | 2 | 0.1
CCOc1cc(/C=C2/N=C(c3ccc4c(c3)OCO4)OC2=O)ccc1OC(C)=O | -3 | -3 | 0 | -18 | 5 | -5 | -2 | 19 | 0.1
COc1ccc(NC(=O)c2nc[nH]c2C(=O)N[C@@H](C)c2ccccc2)cc1 | -2 | -5 | -4 | -10 | -1 | -31 | -4 | 3 | -0.5
C1=C(CCNc2ncnc3c2cnn3-c2ccccc2)CCCC1 | 6 | -4 | -4 | -15 | 18 | -19 | -30 | 1 | 0.3
CCCCn1c(N)c(N(CC(C)C)C(=O)CSc2ccc3c(c2)OCCO3)c(=O)[nH]c1=O | -15 | -4 | 1 | -19 | 15 | -16 | -7 | 2 | 0.5

Additional records follow:
SMILES | TAAR1 antag | CHRM1 agonist | OXTR potentiator | CHO-K1 Ca antag | CHO-K1 Ca PAM | CHO parental Ca | CHRM1 antagonist | TAAR1 ag | CHO-K1 Ca ag
COc1ccc(C(=O)NC(=S)N2CCCCC2)cc1 | 5 | 9 | 6 | 14 | -15 | -8 | -10 | 4 | 0.1
CC(=O)Nc1ccc(S(=O)(=O)N(C)c2ccc(OCC(=O)NCCc3ccccc3F)cc2)cc1 | 15 | 0 | / | 1 | 3 | / | -1 | 16 | 4.8
O=C(CC1SC(N2CCOCC2)=NC1=O)Nc1ccc(Cl)c(C(F)(F)F)c1 (stereo not drawn) | 11 | -1 | -8 | -10 | 12 | -14 | -4 | 12 | 0.3
CC(C)c1nc(SCC(=O)NC2CCCC2)c2c(=O)n(C)c(=O)n(C)c2n1 | -1 | -2 | -6 | -1 | -1 | 16 | -4 | 4 | 0.0
CCCN(CCC)c1c([N+](=O)[O-])c(=O)oc2ccccc12 | 12 | 1 | 4 | -6 | 25 | 0 | -17 | 4 | 0.2
O=C(NN1C(=O)C2C3C=CC(C4CC34)C2C1=O)c1cccc(Cl)c1 (stereo not drawn) | 0 | -6 | 0 | -4 | 9 | -9 | 0 | 1 | 0.5
CCOC(=O)c1sc(NC(=O)CSc2nccc(C)n2)c(C#N)c1C | 3 | -1 | 3 | -4 | 17 | -2 | -16 | 2 | 0.2
CC1=C(C(=O)N2CCOCC2)CC(CC(=O)NC2CCCC2)C(=O)N1Cc1ccc(C(C)(C)C)cc1 (stereo not drawn) | -12 | -3 | / | 4 | -11 | / | 0 | 0 | 0.3
COc1cc(CC(=O)NCC2COc3ccccc3O2)cc(OC)c1OC (stereo not drawn) | 0 | -5 | 1 | -10 | 9 | -14 | -5 | 0 | 0.2
Fc1ccccc1/C=N/Nc1cc(N2CCCCC2)ncn1 | -1 | 3 | -3 | 11 | -20 | -20 | -14 | 3 | -0.3
Cc1cc(OC(C)C(=O)NCCCN2CCOCC2)c2c(C)c(C)c(=O)oc2c1 (stereo not drawn) | -20 | 0 | 2 | -8 | 7 | -20 | 0 | 2 | 0.0
COc1ccc(/C=C2\N=C3CCCN3C2=O)cc1 | -33 | -1 | -2 | -10 | 12 | -15 | -21 | 1 | 0.9
CN1CCCC(C(=O)C(C#N)c2ccccc2)C1 (stereo not drawn) | -6 | -2 | -1 | 2 | -4 | 12 | -14 | 10 | -0.2
COc1ccc(OC(=O)c2cnn(-c3ccccc3)c2C)cc1 | -16 | -3 | -5 | -9 | 23 | -18 | 1 | -3 | 1.8
CCCC(=O)Nc1ccc2c(c1)nc(CCN1CCC(C)CC1)n2C | 0 | -9 | / | 13 | -16 | / | 0 | 5 | -0.2
CN(Cc1cccc(F)c1)C(=O)c1ccc(S(=O)(=O)N2CCCCCC2)cc1 | -5 | -4 | -9 | 8 | 0 | -8 | -14 | 3 | -0.3
N/C(=N\OC(=O)COc1ccc2ccccc2c1Br)c1ccccn1 | -2 | -2 | -9 | -13 | 16 | -24 | -2 | 2 | 2.2
O=C(c1ccco1)N1CCC(c2nc3ccccc3[nH]2)CC1 | -18 | -5 | 2 | -1 | 11 | -11 | -13 | 1 | -0.1
Cc1cc(S(=O)(=O)N2CCc3ccccc3C2)ccc1F | 5 | -2 | -10 | -8 | 3 | 2 | -18 | 27 | 1.7
CCN1CCN(c2ccccc2NC(=O)C(C)Oc2ccc(C(C)=O)cc2)CC1 (stereo not drawn) | -6 | -8 | 2 | -5 | -6 | -19 | -3 | 0 | 0.0
CNC(=O)c1ccsc1NC(=O)CN1C(=O)CCC1=O | -8 | -3 | -5 | -5 | 20 | -11 | -9 | 1 | -0.2
CCN(CC)c1ccc(/C=N/n2c(C)cc(C)cc2=O)cc1 | 3 | -6 | 6 | -3 | 0 | -8 | -4 | 6 | -0.3
CC(C)CN(C(=O)CSc1nnc(C2CC2)n1-c1ccccc1)C1CCS(=O)(=O)C1 (stereo not drawn) | -9 | -4 | -3 | -5 | 16 | -8 | -10 | 1 | 0.1
CC(C)(C)c1ccc(C(=O)Nc2cccc([N+](=O)[O-])c2)cc1 | 26 | -6 | -8 | -2 | 10 | -3 | 13 | 4 | 6.8
CCn1c(SCC(=O)Nc2ccc(OC)cc2)nc2c(c1=O)SCC2 | -24 | -2 | -2 | 13 | -19 | -11 | -3 | -1 | -0.1

Continued.
SMILES | TAAR1 antag | CHRM1 agonist | OXTR potentiator | CHO-K1 Ca antag | CHO-K1 Ca PAM | CHO parental Ca | CHRM1 antagonist | TAAR1 ag | CHO-K1 Ca ag
C/C(=N\Nc1ccc(C)c(Cl)c1)c1cccnc1 | -6 | -5 | -12 | -18 | 6 | -24 | -3 | 0 | 0.7
Cc1cccc(NC(=S)N2CCC(O)CC2)c1C | -6 | -4 | -2 | -25 | 24 | -8 | -9 | 1 | -0.3
Cc1ccc(Cc2cnc(N)s2)o1 | 7 | -2 | -1 | -24 | -2 | 0 | -9 | 1 | 0.6
COCC(C)n1c(SCC(=O)NC(=O)Cc2ccccc2)nc2ccccc2c1=O (stereo not drawn) | -10 | -4 | -9 | -13 | 15 | -31 | -13 | 6 | 1.7
CCOc1cc(C2C(C#N)=C(N)Oc3cc(N)ccc32)ccc1O (stereo not drawn) | 3 | -1 | -10 | -2 | 16 | -6 | -14 | 2 | 0.5
NC(=O)c1ccc(NC(=O)COC(=O)c2ccc([N+](=O)[O-])cc2)cc1 | -14 | -2 | 0 | -7 | 8 | -8 | -5 | 1 | 1.1
O=C(c1ccco1)N1CCN(Cc2nnc(-c3ccccc3F)o2)CC1 | -19 | -3 | -8 | 4 | 15 | -8 | 8 | 2 | -0.3

Some of these compounds in order of their number in OXTR potentiator, lowest first:
structure | OXTR potentiator
O=C(c1ccco1)N1CCN(Cc2nnc(-c3ccccc3F)o2)CC1 | -8
Cc1ccc(Cc2cnc(N)s2)o1 | -1
NC(=O)c1ccc(NC(=O)COC(=O)c2ccc([N+](=O)[O-])cc2)cc1 | 0
